LANA DNA inh: inhibitors of KSHV C-LANA binding to DNA, primary screen, biochemical, fluorescence polarization, FAM-LBS DNA, MBP-C-LANA, single point; Kaposi's sarcoma herpesvirus LANA C-terminal domain (residues 932-1162) DNA binding; inhibition, % at 9 µM; 0.078% of 340,000 active; AID 504423, 2011;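 active = highest replicate inhibition at or above 60% at 9 µM, even if other replicates fall short; inactive = all replicates below 60% inhibition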;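 note: 0% = neutral control wells and 100% = 4 µM acridine orange control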
cardiac RTF act: cardiac RTF calcium sensitivity activators, primary screen, biochemical, IANBD-TnC fluorescence, EC20 calcium. Troponin I, cardiac muscle (Homo sapiens) + Troponin T, cardiac muscle (Homo sapiens) + …. IANBD-labeled TnC RTF fluorescence at EC20 calcium; 0% EC20 calcium, 100% full calcium. activation, % at 7.2 µM. 0.24% of 340,000 active;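 active = activation above the mean over all tested compounds plus 3 SD, cut at about 30% in these data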;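 note: rise in fluorescence read as greater calcium sensitivity of cardiac thin filaments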
DSG3 Ab inh: inhibitors of pemphigus antibody binding to DSG3, primary screen, biochemical, bead-based, flow cytometry, scFv-GFP; Desmoglein-3 (Homo sapiens), P32926; DSG3-coupled beads, scFv-anti-DSG3-GFP binding; active compounds read low; binding (percent of control), % at 10 µM; 0.48% of 310,000 active; AID 588358, 2011;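 active = binding more than 3 SD below its plate's average and above zero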;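 note: hits lower antibody fragment binding to DSG3; some compounds called inactive have numbers as strong as hits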
MOR-DOR ag: agonists of OPRM1-OPRD1 heterodimerization, primary screen, cell-based, luminescence; Mu-type opioid receptor (Homo sapiens) + Delta-type opioid receptor (Homo sapiens), …; cells; activation, % at 9.3 µM; 0.3% of 340,000 active; in the data active = activation above about 18%;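 note: 0% = vehicle-treated cells and 100% = reference agonist; values of inactives mirror those of a sister screen read the other way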
Keap1 Nrf2 FP: Keap1-Nrf2 protein-protein interaction inhibitors, primary screen, biochemical, fluorescence polarization, single point. 0.15% of 340,000 active. Keap1 Kelch-Nrf2 peptide fluorescence polarization, 1536-well. AID 504523, 2011. inhibition, % at 9.4 µM. Kelch-like ECH-associated protein 1 (Homo sapiens), Q14145; in the data active = inhibition above about 12%;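 note: human Keap1 Kelch domain with fluorescein labeled Nrf2 9mer peptide probe; 0% = neutral control wells and 100% = peptide positive control; higher means more block of Keap1 binding to Nrf2 peptide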
Target sequence (Q14145 whole entry, looked up, the tested form may be a part): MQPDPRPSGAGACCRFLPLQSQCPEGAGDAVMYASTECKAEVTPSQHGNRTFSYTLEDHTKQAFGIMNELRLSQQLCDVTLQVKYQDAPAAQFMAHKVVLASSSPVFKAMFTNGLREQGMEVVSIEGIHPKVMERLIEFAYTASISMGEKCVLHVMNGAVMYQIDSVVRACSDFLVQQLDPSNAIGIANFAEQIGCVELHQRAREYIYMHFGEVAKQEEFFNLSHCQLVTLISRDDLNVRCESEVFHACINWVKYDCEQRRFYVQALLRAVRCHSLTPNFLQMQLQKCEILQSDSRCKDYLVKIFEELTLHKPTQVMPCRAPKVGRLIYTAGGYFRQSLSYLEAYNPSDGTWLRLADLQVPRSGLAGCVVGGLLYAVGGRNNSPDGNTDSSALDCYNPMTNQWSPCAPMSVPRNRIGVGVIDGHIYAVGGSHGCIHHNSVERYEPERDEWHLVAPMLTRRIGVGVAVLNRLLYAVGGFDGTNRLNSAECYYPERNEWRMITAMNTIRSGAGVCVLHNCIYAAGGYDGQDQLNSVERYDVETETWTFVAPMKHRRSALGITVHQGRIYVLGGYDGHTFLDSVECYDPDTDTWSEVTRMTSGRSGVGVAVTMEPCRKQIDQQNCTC
MOR-DOR inv ag: inverse agonists of MOR-DOR heterodimerization, primary screen, cell-based, luminescence; AID 504357, 2011; inhibition, % at 9.3 µM; cell-based MOR-DOR heterodimer luminescence, inverse agonism; Mu-type opioid receptor (Homo sapiens) + Delta-type opioid receptor (Homo sapiens), …; 0.21% of 340,000 active; in the data active = inhibition above about 22%, passing the limit was not always enough;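 note: 0% = cells with DMSO and 100% = wells without cells with DMSO; values of inactives mirror those of a sister screen read the other way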
V-ATPase pH: regulators of yeast V-ATPase proton pumping, primary screen, pHLuorin cytosolic pH fluorescence; response, % at 10 µM; AID 504577, 2011; 0.37% of 350,000 active; S. cerevisiae; in the data active = response mostly above about 7.3%, no sharp cut-off; inactive = mostly below about 5.4%; note: actives read high; inactives centre near 0; some compounds called inactive have numbers as strong as hits; reference of the scale not given here
Wnt act: Wnt/beta-catenin pathway activators, primary screen, cell-based, plate reader, single point | Wnt/beta-catenin reporter cell assay, activator | AID 743398, 2014 | activation, % at 9.35 µM | 1.2% of 300,000 active; in the data active = activation above about 30%, passing the limit was not always enough;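 note: 0% = neutral control wells and 100% = positive control wells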
RTF Ca sens inh: cardiac RTF calcium sensitivity inhibitors, primary screen, biochemical, IANBD-TnC fluorescence, EC70 calcium | AID 493244, 2011 | 0.12% of 340,000 active | inhibition, % at 7.15 µM | Troponin I, cardiac muscle (Homo sapiens) + Troponin T, cardiac muscle (Homo sapiens) + … | IANBD-labeled cardiac RTF, Ca2+ fluorescence;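 active = inhibition above the mean inhibition of all tested compounds plus 3 SD, cut at about 17% in these data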;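 note: assay run at fixed EC70 calcium of 1.6 mM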
Arrestin-AP2 inh: inhibitors of beta-arrestin/AP2 binding, primary screen, biochemical, GPCR trafficking, flow cytometry; FITC-arrestin peptide / GST-AP2 beads; AP2 beta2 appendage carries R879A mutation; inhibition, % at 10 µM; 0.31% of 340,000 active;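 active = inhibition above a set limit, near 3 SD of compounds lacking own fluorescence, cut at about 54% in these data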;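 note: plate controls were DMSO wells for no effect and 5 µM unlabelled arrestin peptide for full effect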
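Assay system: GST-AP2 R879A bound to glutathione beads, E. coli-expressed; Medium: PBS with 0.05% Tween 20 and 0.1% BSA; Also added: fluorescein-tagged arrestin peptide at 50 nM final; Timing: 12 min plus 1 h, RT; Measured by: flow cytometry, FL1 (488/535 nm); Evaluation: percent drop in bead-associated FITC signal.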
Starred values were filed as active, the others as inactive; · = no result given.

SMILES	LANA DNA inh	cardiac RTF act	DSG3 Ab inh	MOR-DOR ag	Keap1 Nrf2 FP	MOR-DOR inv ag	V-ATPase pH	Wnt act	RTF Ca sens inh	Arrestin-AP2 inh
CCCC1(C(=O)OCC)NC(c2ccc(O)cc2)C2C(=O)N(c3cccc(C(C)=O)c3)C(=O)C21 (centres undefined)	0.8	-6	105	-3.1	6	15	-1	-2	-1	2
O=C(Cn1cc(C(F)(F)F)ccc1=O)N1CCCc2ccccc21	-0.8	-3	100	-1.7	-2	9	-3	-4	3	-3
Cn1c(=O)c2c(nc(NCc3ccc4c(c3)OCO4)n2Cc2ccccc2F)n(C)c1=O	-1.7	-3	106	-1.8	-6	8	4	-2	-1	2
O=C(NCc1cccnc1)c1cccc2c1C(=O)N(Cc1cccnc1)C2	-0.8	-4	103	-2.7	-5	16	2	-5	-10	5
O=C(NCCCn1ccnc1)c1ccccc1Cl	-1.7	0	103	-1.5	1	7	-1	-4	0	9
CC/C(=N/O)c1cnnc(SC)n1	-0.5	-2	121	-3.2	-4	17	-5	4	0	9
CCN(C(=O)COC(=O)c1ccc(OCc2c(C)noc2C)cc1)c1ccccc1	1.2	-7	117	-0.9	3	4	0	-6	-5	-1
CCOc1ccc(S(=O)(=O)Nc2ccc(S(=O)(=O)N3CCCCC3)cc2)cc1	1.1	3	99	0.6	-1	-2	-2	·	-1	9
CCn1c(=O)n(CC)c2cc(N)ccc21	0.5	3	100	0.2	6	-1	-4	-1	-2	-4
COc1ccc(CCN(C)C(=O)CNC(=O)c2ccc3c(c2)OCO3)cc1OC	0.1	-4	95	-2.5	-1	13	-2	3	3	5
COc1ccc(S(=O)(=O)NC(C)C(=O)NCc2ccccn2)cc1OC (centres undefined)	-0.5	3	105	-2.1	-5	11	6	-1	-13	1
O=C(NN=C1CCCC1)c1cc(O)cc(O)c1	2.7	-3	102	-3.1	-1	17	7	-2	2	3
Cc1cc(C)cc(N=Cc2c(O)c3ccccc3oc2=O)c1	0.6	0	·	-0.5	2	2	-5	-1	-2	5
CCOc1ccc(S(=O)(=O)Nc2ncn[nH]2)cc1	0.4	7	·	-1.1	6	8	-2	-2	-6	2
O=C(CCN1CCN(Cc2ccccc2)CC1)Nc1ccc(OCc2ccccc2)cc1	0.5	-1	109	-0.4	1	2	-1	·	4	35
CCOCCCNC(=O)C(c1ccc(C)cc1)N1CCOCC1 (centres undefined)	-0.6	3	110	0.1	-6	-1	4	-3	-7	-9
O=C(/C=C/c1ccccc1)N/C(=C/c1ccccc1)C(=O)Nc1ccccc1O	3.8	-5	·	-2.1	-6	13	0	·	-2	22
Cc1cc(OCC(=O)NNC(=O)c2cnccn2)cc(C)c1Cl	0.8	6	110	-2.2	-4	12	-2	-4	-6	-16
Cc1cc(OCC(O)CN2CCCC2)ccc1C(C)C (centres undefined)	0.6	7	101	-0.8	6	4	0	-1	-5	-12
O=C(NC1CCOC1)c1ccc(OC2CCN(CCc3ccccc3)CC2)cc1 (centres undefined)	-1.4	1	101	2.7	-2	-14	4	2	-4	14
O=C(OCc1cc(=O)n2ccsc2n1)c1ccc(O)cc1O	-0.1	2	100	-3.5	-3	14	1	26	-3	-4
COc1ccc(OC)c(CN2CCN(C(=O)CNC(=O)c3ccc(C(C)(C)C)cc3)CC2)c1	0.5	1	·	-0.3	2	1	0	1	-3	-12
CC(=O)N1CCN(c2ccc(NC(=O)c3ccc(Cl)c(Cl)c3)cc2)CC1	2.8	2	103	-0.8	-4	4	1	1	-6	-11
O=S(=O)(NCC(O)c1ccccc1)c1cc(Cl)sc1Cl (centres undefined)	-1.4	-6	·	-0.2	-4	1	-1	-3	0	-1
CCOC(=O)C(NCc1ccco1)(NC(=O)c1ccc(OC)cc1)C(F)(F)F (centres undefined)	-0.4	-3	101	-2.2	-3	10	0	·	-5	0
CSc1ncccc1C(=O)Nc1ccc(OC(F)(F)F)cc1	6.3	3	100	3.1	3	-16	-2	4	8	2
Cc1ccc(N2C(=O)c3ccc(C(=O)N4CCN(c5ccc(C)c(C)c5)CC4)cc3C2=O)cc1	-0.4	13	93	-3.6	-2	17	-2	-1	-4	-31
CN(C)S(=O)(=O)n1cnc([C@@H]2[C@H]3C(=O)OC[C@@H]3C[C@@]23N=CN(Cc2ccccc2)C3=O)c1	0.7	-2	98	-2.5	-6	14	-4	1	-2	-6
CN(CC(=O)NC(=O)NCc1ccccc1)Cc1cccc(Cl)c1Cl	1.8	3	99	7.4	4	-39	4	1	-3	1
O=C(c1ccc(Cl)cc1)N1CCCC(C(=O)N2CCc3ccccc3C2)C1 (centres undefined)	0.7	4	·	-2.6	2	13	-2	-2	-4	-6
CC[C@H](C)C(=O)O[C@H]1CCC=C2C=C[C@H](C)[C@H](CC[C@@H]3C[C@@H](O)CC(=O)O3)[C@H]21	3.4	4	102	0.2	-4	-1	-3	-3	-5	-3
O=C(Cc1csc(Nc2nc(=S)[nH]c3ccccc23)n1)NCc1ccccc1Cl	1.2	2	97	-1.0	0	5	-1	·	-10	28
COc1cccc(C2CC(=O)N3CN(c4cccc(Cl)c4C)CSC3=C2C#N)c1OC (centres undefined)	-4.6	-4	103	0.0	-3	0	2	2	3	9
O=C(O)C1Cc2[nH]cnc2C(c2ccccc2O)N1 (centres undefined)	-0.4	-11	104	-2.5	-2	15	0	·	-7	-1
O=S(=O)(Nc1nc2ccccc2nc1Nc1ccc2c(c1)OCO2)c1ccc(F)cc1	-0.7	2	98	1.1	3	-6	-3	-3	-7	6
CC1CCCCN1C(=O)Cc1ccc(Cl)cc1 (centres undefined)	-1.0	3	·	0.1	-3	-1	7	-11	-1	0
CC(C)[C@H](NC(=O)N1CCn2c1nc1ccccc12)C(=O)NCc1ccco1	-0.3	5	·	·	-3	·	1	0	-6	-2
Cc1ccccc1-c1noc(CCC(=O)NC2CCCCC2)n1	-0.2	-3	90	-1.4	1	10	-4	-2	-2	-8
CCCCN(C(=O)CSc1nc2ccccc2n1CC)C1CCS(=O)(=O)C1 (centres undefined)	0.1	1	104	-3.3	-6	12	-1	4	-11	-4
Cc1ccccc1OCC(=O)Nc1cccc(C(=O)O)c1	1.0	1	101	-2.9	-1	15	0	-5	-3	-8
O=c1cc(-c2ccc(O)cc2)oc2c(-c3c(O)cc(O)c4c(=O)cc(-c5ccc(O)cc5)oc34)c(O)cc(O)c12	0.9	2	105	-2.2	-3	11	1	-2	-3	13
O=Cc1ccc(N2CCCC2)c(F)c1	-2.4	-7	97	-1.9	0	11	-3	-2	-1	-5
C[C@H]1[C@H](C)CC[C@]2(C(=O)O)CC[C@]3(C)C(=CC[C@@H]4[C@@]5(C)C[C@@H](O)[C@H](O)C(C)(C)[C@@H]5CC[C@]43C)[C@H]12	-1.1	-7	85*	1.5	-8	-9	9	·	4	5
Cc1ccc([N+](=O)[O-])cc1N	0.8	2	100	-2.3	-6	11	-6	-1	-9	7
Cc1ccc(C(=O)NC2CCN(CCCC(=O)c3ccc(F)cc3)CC2)cc1	-1.3	2	110	0.9	-2	-5	1	0	-6	23
COc1cccc(-n2nnc3c(=O)n(Cc4c(F)cccc4Cl)cnc32)c1	2.5	4	·	-2.1	1	10	1	·	-9	4
Brc1ccc(CSc2nccn2-c2ccccc2)cc1	-0.1	-4	109	4.2	-5	-18	-6	-3	-3	5
Cn1c(NC(=O)c2cccs2)c(-c2cccs2)c(=O)c2ccccc21	1.4	3	95	-1.8	-6	9	-2	·	-1	-1
COc1ccc(C(=O)NC(=S)SCC(=O)O)cc1	-0.1	-3	97	2.6	-1	-13	-1	12	-11	4
CC(C)Oc1ccc(CNCC2(O)CCOC(C)(C)C2)cc1 (centres undefined)	-1.5	3	99	0.2	-1	-1	3	0	3	21
CCOC(=O)c1c(C)[nH]c(C(=O)OCC(=O)NC2CCS(=O)(=O)C2)c1C (centres undefined)	2.3	2	107	0.7	-4	-4	0	-2	7	0
O=C(/C=C\N1CCOCC1)c1ccc(Br)cc1	1.5	-5	92	-1.4	-4	7	-1	10	-5	6
Cn1ncc(Br)c1NC(=O)Nc1ccccc1	-0.5	0	86	-1.7	-3	8	5	·	-6	-7
N#CC1=C(S)N(c2ccccc2)C(c2ccc(-c3ccc(Cl)c(Cl)c3)o2)NC1=O (centres undefined)	-0.6	-2	103	-2.8	-7	14	-2	-14	3	29
COCCNc1nc(C)cc(-c2cc(-c3ccc(Cl)cc3)on2)n1	1.8	3	92	1.8	-2	-11	5	-4	-2	·
CC(C)Cn1c(=O)c2sccc2n2c(CCCC(=O)NC3CCN(Cc4ccccc4)CC3)nnc12	1.3	-4	107	-2.3	2	12	-4	1	-4	19
COc1cc(OC)cc(-c2c(-c3cccs3)c3cc(-c4ccc(OCc5ccccc5)cc4)ccc3n2C)c1	0.0	6	·	-1.9	-2	11	-1	0	-4	26
O=S(=O)(c1ccccc1)N1CCN(CCc2ccccc2)CC1	-0.7	-1	93	0.7	-1	-3	-4	-2	2	-2
COc1ccc(CNS(=O)(=O)c2ccc3c(c2)NC(=O)CS3)cc1	0.1	0	101	-2.5	-1	13	-2	-1	-4	7
Nc1nc(NCc2ccco2)nn1-c1ccccc1	-0.2	4	104	-2.5	-5	14	1	19	-31	2
COc1ccc(C(=O)Oc2ccc(=O)n(-c3ccccc3)n2)cc1	0.4	2	98	-0.8	-8	4	-4	-1	-11	6

Random excerpt: 3 records from the list, in no set order.
SMILES	LANA DNA inh	cardiac RTF act	DSG3 Ab inh	MOR-DOR ag	Keap1 Nrf2 FP	MOR-DOR inv ag	V-ATPase pH	Wnt act	RTF Ca sens inh	Arrestin-AP2 inh
COc1ccc(C(=O)NC(=S)SCC(=O)O)cc1	-0.1	-3	97	2.6	-1	-13	-1	12	-11	4
Cc1ccc(C(=O)NC2CCN(CCCC(=O)c3ccc(F)cc3)CC2)cc1	-1.3	2	110	0.9	-2	-5	1	0	-6	23
COc1cc(OC)cc(-c2c(-c3cccs3)c3cc(-c4ccc(OCc5ccccc5)cc4)ccc3n2C)c1	0.0	6	·	-1.9	-2	11	-1	0	-4	26
